Tb PYK inh: inhibitors of Trypanosoma brucei pyruvate kinase. Q57TT1. actives 0.12% (n = 410,000). Potency, µM (doses to about 76.8 µM), for the others: at the top dose activity, negative = inhibition, most hits filed as inhibitors. TbPYK enzyme, Kinase-Glo Plus ATP luminescence, 45 min; further: potency means the concentration at half of the fitted maximal effect; on the % scale 0 is the no-effect control and ±100 the full control effect; nearly all actives have a fitted effect of over 50% in size
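Assay buffer: 50 mM TEA pH 7.2, 100 mM KCl, 10 mM MgCl2, 0.05% BSA, 0.01% Tween-20. Pyruvate kinase from T. brucei plus substrate met compound, then ADP (130 uM final). Luminescence was read post 45 min RT.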
AmpC inh no detg: blocks E. coli AmpC beta-lactamase in detergent-free assay; AID 485341; Potency, µM (series often up to 57.1 µM), for inactives: top-dose activity change, negative = inhibition, usual class: inhibitors; actives 0.52% (n = 330,000); AmpC nitrocefin hydrolysis, absorbance 480 nm, 0.0001% Triton; P00811;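 further: potency means the concentration at half of the fitted maximal effect; plate controls were no compound for no effect and no enzyme for full effect; nearly all actives have a fitted effect of over 20% in size; some results filed as inactive show a strong effect at the top dose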
Target sequence (P00811 whole entry, looked up): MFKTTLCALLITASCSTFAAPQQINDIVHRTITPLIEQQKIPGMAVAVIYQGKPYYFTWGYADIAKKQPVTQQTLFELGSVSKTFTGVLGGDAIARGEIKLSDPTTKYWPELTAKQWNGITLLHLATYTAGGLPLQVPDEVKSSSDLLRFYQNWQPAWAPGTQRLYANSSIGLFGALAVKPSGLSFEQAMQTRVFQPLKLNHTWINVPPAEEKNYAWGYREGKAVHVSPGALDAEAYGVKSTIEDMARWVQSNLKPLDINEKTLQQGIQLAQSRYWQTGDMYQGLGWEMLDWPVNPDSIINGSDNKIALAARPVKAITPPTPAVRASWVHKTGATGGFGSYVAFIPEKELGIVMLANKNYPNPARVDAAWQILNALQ
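AmpC (5.3 nM in the dispensed reagent) in 20 mM phosphate pH 7.0 with 0.01% (detergent screen) or 0.0001% Triton X-100 was preincubated with compounds for 15 min at room temperature. Nitrocefin was then added from an 800 uM solution, and hydrolysis was followed at 480 nm.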
Pf growth 48h: P. falciparum growth inhibition at 48 hours (one generation); actives 5.9% (n = 310,000); AID 504832; Potency, µM (doses to about 28.7 µM), without a hit: top-dose activity change, negative = inhibition, most hits filed as inhibitors; P. falciparum luciferase growth in erythrocytes, 48 h; further: potency means the concentration at half of the fitted maximal effect; on the % scale 0 is the no-effect control and ±100 the full control effect
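Read-out is firefly luciferase luminescence from an integrated reporter in P. falciparum, so falling signal marks reduced parasite growth. Infected erythrocytes were at 2% hematocrit and 0.1% parasitemia (final) in Albumax-supplemented RPMI 1640.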
LmPK inhibitor: blocks Leishmania mexicana pyruvate kinase activity. AID 1721. Q27686. actives 0.37% (n = 290,000). purified LmPK, Kinase-Glo ATP luminescence, 1 h. Potency, µM (series often up to 57.5 µM), for inactives: at the top dose activity change, negative = inhibition, usual class: inhibitors; further: potency means the concentration at half of the fitted maximal effect; on the % scale 0 is the no-effect control and ±100 the full control effect
Target sequence (Q27686 whole entry, looked up): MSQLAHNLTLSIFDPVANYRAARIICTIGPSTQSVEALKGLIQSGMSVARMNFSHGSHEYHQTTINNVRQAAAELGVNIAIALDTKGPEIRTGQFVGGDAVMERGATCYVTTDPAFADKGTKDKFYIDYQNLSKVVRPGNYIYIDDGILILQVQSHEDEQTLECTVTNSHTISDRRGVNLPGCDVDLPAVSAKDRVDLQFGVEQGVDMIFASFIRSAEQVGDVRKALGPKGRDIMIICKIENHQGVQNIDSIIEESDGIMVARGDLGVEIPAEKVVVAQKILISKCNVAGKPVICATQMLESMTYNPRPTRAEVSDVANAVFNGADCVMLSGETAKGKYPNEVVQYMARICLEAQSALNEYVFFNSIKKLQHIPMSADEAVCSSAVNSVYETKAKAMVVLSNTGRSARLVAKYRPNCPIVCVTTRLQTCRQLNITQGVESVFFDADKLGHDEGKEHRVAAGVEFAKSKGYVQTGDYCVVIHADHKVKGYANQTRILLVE
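Screened at intermediate enzyme activity to detect both inhibitors and activators: LmPK at 0.1 nM, with a 0.5 nM enzyme column as activation reference. PEP 0.5 mM, ADP 0.1 mM; ATP detected by luminescence after 1 h.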
CHX counter: counter-screen for Shiga toxin inhibitors: cycloheximide protein synthesis inhibition; cell reporter, cycloheximide protein synthesis inhibition counterscreen; max response, %; actives 12% (n = 300,000); in the data active means max response mostly above about 13%, no sharp cut-off; inactive means mostly below about 14%; further: read at 38.3 µM for the half of the compounds with a filed dose; 0% is about no effect
Shiga toxin inh: inhibitors of Shiga toxin in Vero cells; Vero cells, Shiga toxin protein synthesis inhibition reporter; inhibition, % at 38.7 µM; actives 9.2% (n = 290,000); AID 2315; in the data active means inhibition mostly above about 28%, no sharp cut-off; inactive means mostly below about 43%; further: 0% is about no effect
Pf growth 96h: P. falciparum growth inhibition at 96 hours; P. falciparum luciferase reporter growth, 96 h; Potency, µM (series often up to 28.7 µM), for the others: at the top dose activity change, negative = inhibition, most hits filed as inhibitors; actives 6.9% (n = 320,000); further: potency means the concentration at half of the fitted maximal effect; on the % scale 0 is the no-effect control and ±100 the full control effect
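Delayed-death screen, second-generation endpoint: infected erythrocytes, 2% hematocrit, 0.05% parasitemia final; 96 hours at 37 C, 5% CO2; luciferase detection reagent; luminescence decrease equals reduced growth.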
* = called active by the depositor; ? = inconclusive; / = not tested or not shown; [ ] = remark or other dose. Unless noted, the call rests on the fitted dose curve; in most records, active means well fitted curve in the direction sought with a large enough effect; inconclusive means small, poorly fitted or top-dose-only effect, or another doubt; inactive means no such curve, though single readings can be large; an effect the other way counts as inactive or inconclusive.

SMILES	Tb PYK inh	AmpC inh no detg	Pf growth 48h	LmPK inhibitor	CHX counter	Shiga toxin inh	Pf growth 96h
CCN1CCCC1CN(Cc1cc2ccc(C)cc2[nH]c1=O)C(=S)Nc1ccccc1C(=O)OC (centres undefined)	-8%	140%[activator]	?	0%	-2	-5	167%[activator]
Cc1ccc(S(=O)(=O)N2CCN(C(=O)COC(=O)c3oc4ccccc4c3C)CC2)cc1	-2%	-11%	3%	/	/	/	-23%
CCNc1nc(NCC)nc(NS(=O)(=O)c2ccc(N)cc2)n1	3%	-4%	4%	0%	-1	-6	15%
COc1cccc(C(=O)Nc2ccccc2)c1	-12%	-11%	102%[activator]	?	35*	64*	/
COCCn1c(SCc2nc3scc(-c4ccc(Cl)cc4)c3c(=O)[nH]2)nnc1-c1cccc(C)c1	-8%	-16%	-7%	0%	-1	-20	?
C=CCn1cnc2c(sc3nc(C)cc(C)c32)c1=O	0%	35%	45%[activator]	-2%	13	22	42%[activator]
Cc1cccc(CS(=O)(=O)c2nnc([C@H](Cc3ccccc3)NC(=O)OC(C)(C)C)o2)c1	-9%	-55%	/	8%	-1	4	-23%
Cc1nc(N2CCN(S(=O)(=O)c3ccc(F)cc3)CC2)c2c(-c3cccs3)csc2n1	-4%	-1%	?	1%	13	-2	?
O=C(O)CCc1nc2cc(C(F)(F)F)ccc2n(Cc2ccccc2)c1=O	3%	-20%	-12%	1%	2	-4	-13%
COCCNC(=O)NC(=O)COC(=O)C1(c2ccc(Cl)cc2)CC1	0%	-8%[11.4 µM]	15%	-1%	8	-5	23%
CN1CCN(C(=O)C2CCN(S(=O)(=O)c3ccc(F)cc3)CC2)CC1	-2%	9%	13%	-3%	-8	-4	1%
Cc1ccc(-c2cnc(-c3ccccc3C(=O)O)o2)cc1	-4%	-17%	18%	2%	29*	61*	42%[activator]
Cc1cc(C)cc(N(C(=O)c2csnn2)C(C(=O)NC2CCCCC2)c2ccncc2)c1 (centres undefined)	-7%	1%	-10%	-6%	-5	19	?
O=C(N/N=C/c1ccccc1Cl)C1CC1	3%	-33%	1%	-2%	6	-2	19%
NC(=S)N=Nc1c(O)n(CCCl)c2ccccc12	0%	-31%	?	3%	-4	-17	?
O=C(N/N=C/c1ccsc1)c1cc2ccccc2o1	-7%	-26%	19%	0%	62*	41*	47%[activator]
COc1ccc(OC)c(S(=O)(=O)Nc2c(C)n(C)n(-c3ccccc3)c2=O)c1	1%	-7%	-7%	5%	1	-7	15µM*
COc1ccc(NC(C)=O)cc1S(=O)(=O)NCCc1ccccn1	2%	-13%	-15%	/	/	/	-3%
CCSC1=N/C(=C\c2ccccc2)C(=O)N1	0%	-32%	12%	-2%	23	36	27%
CCOC(=O)c1ccc(NC(=O)CSc2nnnn2C2CCCCC2)cc1	3%	-19%	7%	4%	1	2	294%[activator]

Profiles as entered above:
Cc1nc(N2CCN(S(=O)(=O)c3ccc(F)cc3)CC2)c2c(-c3cccs3)csc2n1 is listed with Tb PYK inh: -4%; AmpC inh no detg: -1%; Pf growth 48h: ?; LmPK inhibitor: 1%; CHX counter: 13; Shiga toxin inh: -2; Pf growth 96h: ?
COCCn1c(SCc2nc3scc(-c4ccc(Cl)cc4)c3c(=O)[nH]2)nnc1-c1cccc(C)c1 is listed with Tb PYK inh: -8%; AmpC inh no detg: -16%; Pf growth 48h: -7%; LmPK inhibitor: 0%; CHX counter: -1; Shiga toxin inh: -20; Pf growth 96h: ?

The list continues:
SMILES	Tb PYK inh	AmpC inh no detg	Pf growth 48h	LmPK inhibitor	CHX counter	Shiga toxin inh	Pf growth 96h
CCN(CC)Cc1c(O)ccc2c([N+](=O)[O-])c(C)n(-c3ccc(OC)cc3)c12	-6%	-29%	?	-2%	-3	-8	?
Cc1ccc(S(=O)(=O)N(C)CC(=O)N2CCCc3ccccc32)cc1	-3%	/	-3%	7%	10	20	/
COc1ccc(C2=C/C(=C\c3ccc(OC(C)=O)cc3)C(=O)O2)cc1	-7%	-28%	0%	5%	40*	87*	-5%
CC(=O)c1nn(-c2cccc(Br)c2)cc1C(=O)c1ccc(Cl)cc1	0%	-51%	23%	3%	-3	10	11%
COc1cc(/C=C2\C(=N)N3N=C(C(C)C)SC3=NC2=O)ccc1OCCOc1ccc(NC(C)=O)cc1	0%	-4%	-14%	9%	-1	-6	23%
C=CCn1c(=O)c(C(=O)NCc2ccccc2Cl)c(O)c2ccccc21	-2%	-27%	?	-3%	-2	/	6%
O=C(Nc1nc2nccc(-c3ccccc3)n2n1)c1ccccc1	-5%	-10%	74%[activator]	-3%	22*	60	117%[activator]
CC1CCc2c(sc(NC(=O)c3c([N+](=O)[O-])cnn3C)c2C(N)=O)C1 (centres undefined)	-2%	-20%	13%	-3%	-3	-5	9%
COC(=O)CNc1c(-c2ccccc2)nc2ccc(Br)cn12	-2%	-11%	/	-9%	42*	50*	5%
O=C1C(Cc2ccccc2)S/C(=N/N=C/c2ccco2)N1c1ccccc1 (centres undefined)	4%	-5%	8%	5%	6	-7	0.26µM*
c1ccc(-c2csc(Nc3cccnc3)n2)nc1	-1%	-12%	96%[activator]	0%	35*	44*	24%
COc1cccc(N=C2SC(CC(=O)Nc3ccccc3)C(=O)N2Cc2ccccn2)c1 (centres undefined)	-2%	25%	?	10%	19	29	?
CC1CCN(C(=O)c2[nH]cnc2C(=O)Nc2ccc(Cl)cc2)CC1	1%	19%	0%	/	/	/	?
CN1N=C(C(=O)Nc2ccc3c(c2)CCC3)CCC1=O	-1%	-15%	70%[activator]	-12%	28*	76*	121%[activator]
CN(CC(=O)NCCc1ccccc1)S(=O)(=O)c1cccc2nsnc12	6%	3%	-14%	2%	-2	1	8.3µM*
CC1CN(C2=NC(=O)/C(=C3/C(=O)N(Cc4ccc(F)cc4)c4ccccc43)S2)CC(C)O1 (centres undefined)	-17%	-10%	?	1%	1	12	5.9µM*
CCCn1ncc2c(Nc3ccc(C)c(C)c3)ncnc21	-1%	-2%	63%[activator]	2%	47*	110*	-16%
COC(=O)N1CCN(S(=O)(=O)c2ccc(F)cc2)CC1	8%	-14%	4%	-2%	-5	9	9%
CCOC(=O)c1c(C(=O)OCC)c(C)n(CCc2ccccc2)c1C	-11%	36%	?	-3%	-4	-5	9.3µM*
O=C(O)c1cccnc1SCC(=O)N1CCCc2ccccc21	2%	-42%	15%	7%	47*	99*	5%
Cc1ccc(OCCCN2CCCC2)c(C)c1	14%	-6%	/	-10%	1	-2	?
CSc1cccc(NC(=O)CCCOc2ccccc2)c1	3%	-16%	21%	-2%	-1	15	-9%
O=C1CCN(Cc2ccccc2)S(=O)(=O)c2ccc(F)cc21	-1%	-8%	-27%	/	/	/	-2%
O=C(CCl)N(c1ccccc1)C1CCS(=O)(=O)C1 (centres undefined)	2%	-23%	12µM*	4%	-2	-16	?
COc1ccc(NC(=O)c2ccc(NC(=O)C3CC3)cc2)cc1	-2%	-5%	-15%	2%	-2	10	-2%
CC[C@@H](C)[C@H](NC(=O)C1CCN(C(=O)[C@@H](NS(=O)(=O)c2ccc(C)cc2)C(C)C)CC1)C(=O)O	2%	-13%	10%	4%	9	-18	29%
C=CCOc1ccc(C2C(C#N)=C(N)N(Nc3ccccc3)C3=C2C(=O)CCC3)cc1OC (centres undefined)	-2%	-6%	8.3µM*	-1%	-3	-13	4.7µM*
CNc1cc(C)c(C#N)c2nc3ccccc3n12	-2%	-10%	7%	-4%	-1	7	?
Cc1ccccc1CC1(CO)CCCN(C(=O)CCCN2CCCCC2=O)C1 (centres undefined)	3%	80%[activator]	-3%	5%	17*	44	?
Cc1ccc(NC2=CC(=O)CC(C)(C)C2)cc1F	-11%	-5%	4%	0%	-1	-2	-18%
CC(C)n1c(/C=C/c2ccccc2)nc2ccccc21	-7%	-12%	43%[activator]	-6%	30*	79*	-11%
COc1ccc(NC(=O)CN(C)Cc2c(F)cccc2Cl)cc1S(=O)(=O)N1CCCCC1	-1%	77%[activator]	?	0%	1	-7	?
O=c1[nH]c(CSc2nc3ccccc3o2)nc2c1cnn2-c1ccccc1	1%	-13%	-1%	-1%	6	3	-20%
COc1cc(/C=C(\C#N)C(=O)NC2CCCCC2)ccc1OCc1ccc(C(=O)O)cc1	-6%	-15%	6.6µM*	2%	11	34	-9%
Cc1ccccc1-n1nc(C)c2cc(C(=O)NCc3cccnc3)sc21	-13%	55%	?	1%	-5	-10	37%[activator]
CCC1=C(OC(=O)N(CC)CC)N2C(=O)OC(=NCc3ccccc3)[C@]2(C)[C@H]2C1=CC[C@H]1C(=O)N(c3ccccc3)C(=O)[C@H]12	6%	86%[activator]	7.4µM*	2%	-4	1	8.3µM*
COc1ccc([N+](=O)[O-])cc1NC(=O)C(C)OC(=O)/C=C/c1ccco1 (centres undefined)	-13%	-46%	9%	1%	17*	36*	-19%
O=C(Cn1c(=O)n(-c2ccccc2)c(=O)c2sccc21)N1CCCC1	3%	-6%	12%	2%	0	-9	-1%
C=CCc1cc(OC)ccc1OCCOCCN1CCc2ccccc2C1	15%	123%[activator]	37%[activator][5.75 µM]	2%	-2	-6	13µM*
Cn1c(=O)oc2cc(S(=O)(=O)NCCC(=O)N3CCN(c4ccccc4F)CC3)ccc21	4%	-22%	?	1%	4	-11	32%[activator]
CCN(C(=O)c1ccco1)c1nnc(-c2cccnc2)s1	-4%	65%	61%[activator]	-5%	34*	75*	?
CCC1(C)CC(CCNS(=O)(=O)c2ccc(C)cc2)(c2ccc(C)cc2)CCO1 (centres undefined)	-12%	-2%	?	8%	-3	-5	94%[activator]

Random excerpt: 6 entries already listed.
SMILES	Tb PYK inh	AmpC inh no detg	Pf growth 48h	LmPK inhibitor	CHX counter	Shiga toxin inh	Pf growth 96h
C=CCn1c(=O)c(C(=O)NCc2ccccc2Cl)c(O)c2ccccc21	-2%	-27%	?	-3%	-2	/	6%
COc1cccc(C(=O)Nc2ccccc2)c1	-12%	-11%	102%[activator]	?	35*	64*	/
COc1ccc([N+](=O)[O-])cc1NC(=O)C(C)OC(=O)/C=C/c1ccco1 (centres undefined)	-13%	-46%	9%	1%	17*	36*	-19%
CN1CCN(C(=O)C2CCN(S(=O)(=O)c3ccc(F)cc3)CC2)CC1	-2%	9%	13%	-3%	-8	-4	1%
CC1CN(C2=NC(=O)/C(=C3/C(=O)N(Cc4ccc(F)cc4)c4ccccc43)S2)CC(C)O1 (centres undefined)	-17%	-10%	?	1%	1	12	5.9µM*
CCNc1nc(NCC)nc(NS(=O)(=O)c2ccc(N)cc2)n1	3%	-4%	4%	0%	-1	-6	15%
